From PubChem
FBW7 activator: human FBW7 E3 ligase activation, primary screen | AID 1259310 | normalized activity (activation), % at 26.1 µM | Q969H0 | 650,000 compounds, 0.13% hits | AlphaScreen FBW7–phospho-cyclin E peptide binding, activator screen; in the data active means normalized activity above about 1.9%;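 further: purified mutant Fbw7 with reduced substrate affinity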
GPR151 activ: activators of human GPR151; PathHunter beta-arrestin GPR151 cells, luminescence; activation, % at 11.2 µM; 650,000 compounds, 1% hits; in the data active means activation above about 4.9%;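 further: 0% = median of compound wells and 100% = cells with positive control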
Target sequence (Q8TDV0 whole entry, looked up): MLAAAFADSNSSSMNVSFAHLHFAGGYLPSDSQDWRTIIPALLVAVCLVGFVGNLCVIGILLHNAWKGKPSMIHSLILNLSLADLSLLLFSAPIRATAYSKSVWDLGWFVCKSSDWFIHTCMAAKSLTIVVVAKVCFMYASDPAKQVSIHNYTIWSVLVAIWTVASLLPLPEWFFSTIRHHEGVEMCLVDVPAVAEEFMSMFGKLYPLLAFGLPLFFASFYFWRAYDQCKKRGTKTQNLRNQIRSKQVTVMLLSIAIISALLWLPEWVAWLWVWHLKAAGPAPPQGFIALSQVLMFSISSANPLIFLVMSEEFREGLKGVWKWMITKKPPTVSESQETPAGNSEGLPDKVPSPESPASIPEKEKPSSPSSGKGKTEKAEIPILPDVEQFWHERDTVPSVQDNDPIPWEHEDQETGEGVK
TEAD-YAP inh: TEAD-YAP interaction inhibition; inhibition, % at 9.12 µM; HEK-TIYL cells, TEAD-Gal4/YAP UAS-luciferase luminescence; AID 1259422; 640,000 compounds, 1.4% hits; in the data active means inhibition above about 32%;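 further: 0% = median of test compound wells and 100% = reference inhibitor wells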
MITF primary: human MITF inhibition, primary screen; O75030; AlphaScreen MITF homodimerization, bead proximity signal; inhibition, % at 2.6 µM; 650,000 compounds, 0.91% hits; in the data active means inhibition above about 50%;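 further: 0% = vehicle wells with protein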
Target sequence (O75030 whole entry, looked up): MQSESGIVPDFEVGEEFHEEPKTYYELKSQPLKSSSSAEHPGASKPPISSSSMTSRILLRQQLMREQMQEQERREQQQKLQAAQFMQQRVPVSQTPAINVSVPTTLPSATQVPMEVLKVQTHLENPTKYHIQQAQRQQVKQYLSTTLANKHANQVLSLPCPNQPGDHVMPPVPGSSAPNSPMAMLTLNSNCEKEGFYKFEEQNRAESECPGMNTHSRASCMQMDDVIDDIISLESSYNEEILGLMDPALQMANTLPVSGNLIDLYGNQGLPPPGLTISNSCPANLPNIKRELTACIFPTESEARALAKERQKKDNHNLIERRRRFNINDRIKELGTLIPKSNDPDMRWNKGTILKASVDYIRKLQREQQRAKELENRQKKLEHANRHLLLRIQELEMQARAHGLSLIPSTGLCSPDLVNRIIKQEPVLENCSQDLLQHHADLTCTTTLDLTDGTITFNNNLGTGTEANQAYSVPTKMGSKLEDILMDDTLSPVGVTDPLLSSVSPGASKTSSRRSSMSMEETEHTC
* = called active by the depositor.

SMILES	FBW7 activator	GPR151 activ	TEAD-YAP inh	MITF primary
Cc1cc(C)n2nc(SCC(=O)Nc3sc4c(c3C(N)=O)CCCC4)nc2n1	0.0	0.8	25.2	-2.6
COc1ccc(N(NS(=O)(=O)O)C(=O)c2ccc(Cl)cc2)cc1	-0.1	0.9	-15.4	2.2
COc1ccc(CNC(=O)CNC(=S)N(Cc2cccs2)C2CCCC2)cc1	-0.1	0.7	-4.0	-3.5
COc1ccc(Nc2ncnc3c2cnn3-c2ccc(OC)cc2)cc1	-0.1	2.8	-19.6	4.4
Cn1nc(Oc2ccc(-c3ccccc3)cc2)c(=O)n(C)c1=O	0.0	-1.1	-8.8	79.7*
CC(C)(CC(=O)O)CC(=O)N1CCC2(CC1)NCCc1c2[nH]c2ccc(Cl)cc12	-0.3	-0.6	-14.7	-10.7
O=c1cc2oc3cc(O)c(O)cc3c(-c3cccnc3)c-2cc1O	-0.7	1.5	4.7	100.5*
Cn1cnnc1SCC(=O)c1cc2ccccc2o1	0.0	1.0	1.2	6.2
O=C(Cn1cnc2ccccc2c1=O)NCCC(=O)Nc1ccc(F)cc1F	0.0	-0.6	1.6	5.2
C=CCc1cc(C)ccc1OCCCNCC(C)O (centres undefined)	0.0	-1.0	5.3	40.6
COc1ccccc1CNC(=O)CCN1C(=O)c2ccccc2C1=O	0.5	-0.4	-7.2	5.1
COc1ccccc1Nc1nnc(-c2cc3ccc(O)cc3oc2=O)s1	-0.1	-0.7	-8.9	0.5
COc1ccc(/C=N/Nc2nc(N3CCCC3)nc(N3CCOCC3)n2)c(OC)c1OC	0.2	-0.8	2.4	16.3
COc1ccc(C2SC(C)C(=O)N2c2cccc(C(=O)O)c2)cc1 (centres undefined)	0.2	-2.0	-11.1	19.8
Cc1c(N2C(=O)/C(=C\c3cccs3)SC2=S)c(=O)n(-c2ccccc2)n1C	-0.2	1.4	13.0	4.2
O=C(O)CCC(=O)N1CCc2cc(S(=O)(=O)NCc3ccccc3Cl)ccc21	1.2	-0.7	0.0	-6.0
Cc1c(C(=O)N(C)Cc2ccccc2)sc2ncnc(N(C)c3ccccc3)c12	-0.1	-1.2	-19.6	1.3
O=C(/C=C1\SC(=O)NC1=O)Nc1ncc(Cc2cccc(C(F)(F)F)c2)s1	0.3	-1.6	3.3	15.4
CS(=O)(=O)N1CCN(S(=O)(=O)c2ccccc2)C1	0.0	1.1	4.7	6.9
Cc1ccc(S(=O)(=O)N2CCCCC2CCNC(=O)C(=O)Nc2cccc(C)c2)cc1 (centres undefined)	0.8	-0.3	9.9	23.1
Cc1nc(-c2ccc(NS(=O)(=O)c3ccc([N+](=O)[O-])cc3)cc2)cs1	-0.2	-0.2	-1.6	-9.8
OCCn1ncc2c1/C(=C/c1ccc(Cl)cc1)CC2	0.6	1.2	-28.0	11.5
N#Cc1c(-c2cccnc2)cc(-c2ccc(F)cc2)[nH]c1=O	0.2	-0.4	-2.3	-8.4
O=c1oc2cc(Cl)ccc2n1CNc1ccccc1F	0.0	-0.2	-2.4	-7.2
Cc1ccc(-c2c(N3CCN(c4ccccc4F)CC3)c(=O)c2=O)cc1	0.0	3.2	-0.5	-10.3
CCCN(CCC)C(=O)Cn1c(=O)n(CCOC)c(=O)c2sc3ccccc3c21	0.1	-0.5	-5.7	-7.3
COc1ccc(N2C(=O)CC(N3CCN(C/C=C\c4ccccc4)CC3)C2=O)cc1 (centres undefined)	-0.1	0.4	2.6	-4.4
CC1=CC2CC1C1C(=O)N(CN3CCN(C(c4ccccc4)c4ccccc4)CC3)C(=O)C21 (centres undefined)	0.0	2.2	6.0	-8.9
Nc1cc(=O)[nH]c(SCC(=O)NCc2ccco2)n1	-0.1	-0.4	-4.8	-5.0
CCOc1ccc(NC(=O)C(=O)N/N=C/c2cccc(Br)c2)cc1	0.1	0.2	0.4	8.3
O=C(NCC1CCOCC1)c1cc(COc2ccc(F)cc2F)on1	-0.1	-2.1	0.3	-5.5
CC(Sc1ccccc1)C(=O)Nc1ccccc1 (centres undefined)	0.0	1.0	-0.8	2.2
COCCn1c(N2CCN(Cc3ccccc3)CC2)nc2c1c(=O)[nH]c(=O)n2C	0.2	-1.5	7.6	7.9
CC1(C)CC(=O)C(/C=N/c2cccc(N)n2)=C(O)C1	0.3	0.4	-3.8	11.0
CC(=O)Nc1ccc(Nc2cc(-c3ccccc3)ncn2)cc1	0.4	-1.7	-32.0	14.6
COc1ccc(OC(C)C(=O)Nc2ccccc2F)cc1 (centres undefined)	-0.2	-0.6	8.7	28.6
Cc1cnn(C)c1C(=O)Nc1sc(C)c(C)c1C#N	-0.2	0.6	-2.1	-10.1
CC1=C(C(=O)Nc2cc(Cl)ccc2C)C(c2cccs2)NC(=S)N1 (centres undefined)	0.0	0.2	6.5	-0.7
CC(C)c1csc(CN2CCN(Cc3ccccc3)C(CCO)C2)n1 (centres undefined)	0.1	0.3	0.3	-2.8
CC1=Nc2ccccc2/C1=C/c1sc(=N)n(-c2nonc2N)c1O	0.5	0.5	-11.2	-4.4
C=CCN(c1ccc(C(=O)Nc2ccc(Br)cc2)cc1)S(C)(=O)=O	-0.1	2.5	6.3	-1.3
O=C1NC(=S)N/C1=C\c1ccc(Cl)c([N+](=O)[O-])c1	0.0	0.6	19.6	9.5
O=S(=O)(c1cccc2cccnc12)N1CCc2nc3ncccc3cc2C1	-0.1	1.0	1.5	7.6
O=c1c([N+](=O)[O-])c[nH]c2ccccc12	0.1	-4.1	-5.1	-2.5
Cc1ccc(C2Nc3ccccc3C(=O)N2c2ccc(F)cc2)cc1 (centres undefined)	0.2	-2.5	-26.8	6.9
COC(=O)c1sc(SC)nc1Nc1ccnc(Nc2cc(OC)ccc2OC)c1	-0.1	4.6	48.2*	8.8
C=CCOc1c(Br)cc(C2C(C#N)=C(N)Oc3cc(O)ccc32)cc1OC (centres undefined)	0.0	0.9	5.8	-6.4
CCOc1ccc(N=C2SC(C(=O)Nc3ccc(F)cc3)CC(=O)N2Cc2ccc3c(c2)OCO3)cc1 (centres undefined)	0.1	1.7	11.1	18.3
Cc1ccc(-n2nc3c(c2NC(=O)c2cc([N+](=O)[O-])ccc2Cl)CS(=O)(=O)C3)cc1	-0.3	2.0	16.3	5.0
COc1cccc(-n2c(C)c(C)n3c4c(=O)n(Cc5ccccc5F)c(=O)n(C)c4nc23)c1	0.1	1.2	-5.5	6.8
O=C(OCn1nnc2ccccc2c1=O)C12CC3CC(CC(O)(C3)C1)C2	-0.1	0.9	-5.7	9.2
COc1ccc2c(CC(=O)OCC(=O)NC(N)=O)coc2c1	-0.2	-0.4	-1.4	-10.7
COc1cccc(-n2cc(C(=O)NCCC(=O)N3CCN(c4ccccc4)CC3)c3ccccc3c2=O)c1	-0.1	0.1	18.7	-6.1
C=C(C)CNC(=O)C1CCN(C2CCN(Cc3cccc(C)n3)CC2)CC1	0.3	-0.9	-2.0	13.6
CCCCNc1nc2ccccc2nc1Cl	-0.1	-0.8	-12.8	-0.9
Cc1ccc(S(=O)(=O)N(CC(=O)NCC(C)C)C2CCCCC2)cc1	-0.1	0.4	3.0	-6.4
O=C(Nc1ccc(Cl)cc1)C1CC2c3ccccc3C1c1ccccc12 (centres undefined)	-0.1	-0.5	-3.5	2.2
O=P1(Nc2cccc3ccccc23)C=C(c2ccccc2)OC(c2ccccc2)=C1	0.7	-0.3	5.3	4.4
CC(NC(=O)C1CCCCC1C(=O)O)c1ccccc1 (centres undefined)	0.1	2.9	-2.0	-8.0
COc1cccc(CNc2ccc([N+](=O)[O-])cc2C)c1OC	0.0	0.4	4.9	20.9

As entered above:
`O=C(O)CCC(=O)N1CCc2cc(S(=O)(=O)NCc3ccccc3Cl)ccc21` in GPR151 activ → -0.7
`Cc1ccc(S(=O)(=O)N2CCCCC2CCNC(=O)C(=O)Nc2cccc(C)c2)cc1` (centres undefined) in MITF primary → 23.1
`C=CCc1cc(C)ccc1OCCCNCC(C)O` (centres undefined) in GPR151 activ → -1.0
`CC(Sc1ccccc1)C(=O)Nc1ccccc1` (centres undefined) in TEAD-YAP inh → -0.8

Compound profiles (already shown).
Cc1ccc(S(=O)(=O)N2CCCCC2CCNC(=O)C(=O)Nc2cccc(C)c2)cc1 (centres undefined) in the list: FBW7 activator = 0.8; GPR151 activ = -0.3; TEAD-YAP inh = 9.9; MITF primary = 23.1
C=CCOc1c(Br)cc(C2C(C#N)=C(N)Oc3cc(O)ccc32)cc1OC (centres undefined) in the list: FBW7 activator = 0.0; GPR151 activ = 0.9; TEAD-YAP inh = 5.8; MITF primary = -6.4

(cont.)
SMILES	FBW7 activator	GPR151 activ	TEAD-YAP inh	MITF primary
c1ccc2c(c1)CC(c1nc3c(OC4CCOC4)cc(-c4cn[nH]c4)cc3s1)CO2 (centres undefined)	-0.8	1.7	-17.7	2.0
COc1ccc(OCCn2c(C)nc3ccccc32)cc1	-0.2	-0.5	7.6	-0.9
Cc1ccc(/C(O)=C2/C(=O)C(=O)N(CCCN(C)C)C2c2ccccc2F)cc1 (centres undefined)	0.1	-1.4	3.2	7.5
CCOc1ccc(CN2CCNC(=O)C2CC(=O)NCc2cnn(CC)c2)cc1 (centres undefined)	0.0	0.1	4.6	-5.9
CCc1cccc2c(C(=O)C(F)(F)F)cn(CC(=O)N3CCOCC3)c12	0.1	-0.2	8.8	-19.8
CCN(CC)C(=O)C1CCCN(C(=O)C2CC(CCc3ccccc3)=NO2)C1 (centres undefined)	-0.1	0.5	-12.0	15.3
CCCN(CCC)c1ncnc2c1c(-c1ccccc1)cn2-c1ccc(Cl)cc1	-0.1	0.6	-11.6	-4.9
O=[N+]([O-])c1cccc(S(=O)(=O)N2CCc3ccccc3C2)c1	0.1	0.7	1.4	0.4
C=CCNC(=O)CC1C(=O)NCCN1Cc1ccc(-c2ccccc2)cc1 (centres undefined)	-0.1	2.0	2.4	7.9
Cc1nc2sc3c(c2c(=O)n1/N=C/c1ccccc1O)CCCC3	0.8	-0.9	7.0	2.5
CCN(c1ccccc1)S(=O)(=O)c1ccc2[nH]cc(C(=O)NCCc3ccc(OC)c(OC)c3)c(=O)c2c1	0.1	0.7	9.7	-4.7
O=C(N=C1N=C2C=CC(Cl)=CN2Cc2ccccc21)c1ccco1	-0.2	-7.0	-43.4	6.4
COc1ccc(C(=O)NCC(=O)OCC(=O)c2ccc(Cl)cc2)cc1OC	0.1	-0.7	-5.4	-10.3

Entries above that contain an aryl methoxy group, in the order listed:
SMILES	FBW7 activator	GPR151 activ	TEAD-YAP inh	MITF primary
COc1ccc(N(NS(=O)(=O)O)C(=O)c2ccc(Cl)cc2)cc1	-0.1	0.9	-15.4	2.2
COc1ccc(CNC(=O)CNC(=S)N(Cc2cccs2)C2CCCC2)cc1	-0.1	0.7	-4.0	-3.5
COc1ccc(Nc2ncnc3c2cnn3-c2ccc(OC)cc2)cc1	-0.1	2.8	-19.6	4.4
COc1ccccc1CNC(=O)CCN1C(=O)c2ccccc2C1=O	0.5	-0.4	-7.2	5.1
COc1ccccc1Nc1nnc(-c2cc3ccc(O)cc3oc2=O)s1	-0.1	-0.7	-8.9	0.5
COc1ccc(/C=N/Nc2nc(N3CCCC3)nc(N3CCOCC3)n2)c(OC)c1OC	0.2	-0.8	2.4	16.3
COc1ccc(C2SC(C)C(=O)N2c2cccc(C(=O)O)c2)cc1 (centres undefined)	0.2	-2.0	-11.1	19.8
COc1ccc(N2C(=O)CC(N3CCN(C/C=C\c4ccccc4)CC3)C2=O)cc1 (centres undefined)	-0.1	0.4	2.6	-4.4
COc1ccc(OC(C)C(=O)Nc2ccccc2F)cc1 (centres undefined)	-0.2	-0.6	8.7	28.6
COC(=O)c1sc(SC)nc1Nc1ccnc(Nc2cc(OC)ccc2OC)c1	-0.1	4.6	48.2*	8.8
C=CCOc1c(Br)cc(C2C(C#N)=C(N)Oc3cc(O)ccc32)cc1OC (centres undefined)	0.0	0.9	5.8	-6.4
COc1cccc(-n2c(C)c(C)n3c4c(=O)n(Cc5ccccc5F)c(=O)n(C)c4nc23)c1	0.1	1.2	-5.5	6.8
COc1ccc2c(CC(=O)OCC(=O)NC(N)=O)coc2c1	-0.2	-0.4	-1.4	-10.7
COc1cccc(-n2cc(C(=O)NCCC(=O)N3CCN(c4ccccc4)CC3)c3ccccc3c2=O)c1	-0.1	0.1	18.7	-6.1
COc1cccc(CNc2ccc([N+](=O)[O-])cc2C)c1OC	0.0	0.4	4.9	20.9
COc1ccc(OCCn2c(C)nc3ccccc32)cc1	-0.2	-0.5	7.6	-0.9
CCN(c1ccccc1)S(=O)(=O)c1ccc2[nH]cc(C(=O)NCCc3ccc(OC)c(OC)c3)c(=O)c2c1	0.1	0.7	9.7	-4.7
COc1ccc(C(=O)NCC(=O)OCC(=O)c2ccc(Cl)cc2)cc1OC	0.1	-0.7	-5.4	-10.3
